Source: PubChem (National Center for Advancing Translational Sciences (NCATS))
Pin1 inhibitor = human Pin1 inhibition. Q13526. Pin1 FP peptide displacement, HiFluor488, 10 min. Potency, µM (titrated, usually from 115 µM), for inactives: top-dose activity, negative = inhibition, actives largely listed as inhibitors. 390,000 compounds, 0.009% hits. AID 504891; active = well fitted inhibition curve with a large enough effect in the polarisation, with a control signal flat, not every such curve was filed as active; inconclusive = small, poorly fitted or top-dose-only effect, or effect the other way, or a change in a side signal; inactive = no such curve, though single readings can be large or run the other way; the % refers to the polarisation; also: potency is read from the fitted curve at half-maximal effect; % is scaled to controls: 0 for no effect and ±100 for the full control effect
Target sequence (Q13526 whole entry, looked up): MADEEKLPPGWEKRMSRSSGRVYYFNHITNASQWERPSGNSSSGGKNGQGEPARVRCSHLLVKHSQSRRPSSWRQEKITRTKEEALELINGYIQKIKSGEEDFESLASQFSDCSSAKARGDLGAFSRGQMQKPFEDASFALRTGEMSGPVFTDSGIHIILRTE
TRHR enhancer = allosterically enhances the human TRH receptor; P34981; enhancement, % at 2 µM; TRHR cells, fluo-8 calcium fluorescence, EC20 TRH enhancement; 360,000 compounds, 0.66% hits; in the data active = enhancement above about 30%; also: 0% is about no effect
Target sequence (P34981 whole entry, looked up): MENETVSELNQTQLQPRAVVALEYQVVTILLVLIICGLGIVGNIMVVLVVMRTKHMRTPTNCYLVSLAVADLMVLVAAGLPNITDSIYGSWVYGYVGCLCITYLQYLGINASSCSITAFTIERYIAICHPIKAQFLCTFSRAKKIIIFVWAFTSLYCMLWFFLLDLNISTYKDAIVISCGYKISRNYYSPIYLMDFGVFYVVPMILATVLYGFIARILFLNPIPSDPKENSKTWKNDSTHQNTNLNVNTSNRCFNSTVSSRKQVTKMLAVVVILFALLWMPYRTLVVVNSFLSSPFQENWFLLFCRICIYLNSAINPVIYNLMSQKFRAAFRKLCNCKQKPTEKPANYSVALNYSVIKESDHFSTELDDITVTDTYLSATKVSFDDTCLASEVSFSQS
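TRHR-expressing cells loaded with fluo-8 calcium dye were read kinetically (ex 480/em 530) during compound addition, then stimulated with an EC20 of TRH (10 nM final). Enhancement of the Gq-mediated intracellular calcium response was scored.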
TrxR1 substrate = is turned over as a substrate by rat TrxR1; O89049; purified TrxR1 substrate turnover, NADPH consumption readout; Potency, µM (highest dose often 114 µM), for the others: at the highest dose activity change, negative = substrate turnover; 390,000 compounds, 0.01% hits; also: potency is read from the fitted curve at half-maximal effect; % is scaled to controls: 0 for no effect and ±100 for the full control effect; nearly all actives have a fitted effect of over 50% in size
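Rat TrxR1, dispensed at 90 nM, was prereduced with 400 uM NADPH (final) for 5 min at ~22 deg C, then incubated with compound 15 min before 400 uM selenite. A first-read NADPH fluorescence drop versus no-compound background flagged substrates.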
D2 agonist = agonists of human D2 dopamine receptor; P14416; HEK293 T-REx D2 cells, calcium flux agonist mode; activation, % at 2 µM; 340,000 compounds, 0.53% hits;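 active = activation over 3 SD above normal in the single-dose calcium agonist read, cut at about 30% in these data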; also: 0% is about no effect
Target sequence (P14416 whole entry, looked up): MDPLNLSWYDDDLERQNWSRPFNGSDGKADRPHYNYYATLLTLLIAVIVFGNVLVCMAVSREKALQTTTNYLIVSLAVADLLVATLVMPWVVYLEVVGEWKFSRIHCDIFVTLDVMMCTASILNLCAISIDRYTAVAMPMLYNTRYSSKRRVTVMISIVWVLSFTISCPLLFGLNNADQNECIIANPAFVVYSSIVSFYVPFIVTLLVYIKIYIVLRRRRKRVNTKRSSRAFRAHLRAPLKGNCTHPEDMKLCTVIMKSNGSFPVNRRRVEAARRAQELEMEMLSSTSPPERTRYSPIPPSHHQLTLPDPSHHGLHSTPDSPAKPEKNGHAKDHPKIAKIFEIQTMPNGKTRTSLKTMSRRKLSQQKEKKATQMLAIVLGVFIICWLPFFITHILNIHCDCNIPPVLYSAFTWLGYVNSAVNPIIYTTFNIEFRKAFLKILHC
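Agonism is scored from calcium flux in a force-coupled, inducible HEK293 cell line expressing D2, read kinetically for 180 s after compound addition against dopamine controls.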
rTrxR1 inhibitor = rat TrxR1 inhibition; Potency, µM (series often up to 114 µM), for the others: at the highest dose activity change, negative = inhibition, most hits filed as inhibitors; 390,000 compounds, 1% hits; O89049; AID 588453; recombinant rTrxR1, NADPH fluorescence consumption, selenite substrate; also: potency is read from the fitted curve at half-maximal effect; % is scaled to controls: 0 for no effect and ±100 for the full control effect; nearly all actives have a fitted effect of over 65% in size
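Rat TrxR1 (90 nM in the dispensed reagent) was pre-reduced with 400 uM NADPH for 5 min at room temperature, then incubated with compound for 15 min. After 400 uM selenite was added, NADPH fluorescence (Ex 340/Em 450 nm) was followed for 8 min.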
USP1 inh = inhibitors of human USP1/UAF1 deubiquitinase; 390,000 compounds, 0.23% hits; recombinant USP1/UAF1, Ub-Rhodamine cleavage fluorescence; O94782; Potency, µM (series often up to 57.1 µM), for the others: at the top dose activity change, negative = inhibition, actives largely listed as inhibitors; also: potency is read from the fitted curve at half-maximal effect; % is scaled to controls: 0 for no effect and ±100 for the full control effect; nearly all actives have a fitted effect of over 60% in size; inactives centre near -12
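1 nM enzyme complex + cpd, 15 min RT; start with Ub-Rho 150nM final; kinetic fluorescence ex 480/em 540, 6 reads q60 s. Buffer 50mM HEPES pH 7.8, 0.5mM EDTA, 0.1 mg/ml BSA, 1mM TCEP, 0.01% Tween-20.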
D2 antagonist = D2 dopamine receptor (human) antagonism; inhibition, % at 10 µM; 340,000 compounds, 2% hits; HEK293 TREx D2 cells, calcium flux, dopamine EC80; P14416; AID 485344; in the data active = inhibition above about 30%; also: 0% is about no effect
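Measurement of antagonist activity uses fluorescent calcium dye in inducible HEK293 T-REx D2 cells: 10 s baseline, compound addition with 180 s read, EC80 dopamine addition with a further 180 s read.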
TRHR ag = activates the human TRH receptor | TRHR cells, calcium flux fluo-8, FDSS agonist mode | P34981 | 360,000 compounds, 0.18% hits | AID 493084 | activation, % at 2 µM; in the data active = activation above about 30%; also: 0% is about no effect
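In this calcium-flux screen, cells bearing human TRHR are dye-loaded with fluo-8, baselined for 10 cycles, then exposed to library compounds; positive kinetic calcium responses during the agonist phase mark hits, with TRH as control.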
mIDH1 inhibitor = blocks human mutant IDH1 R132H enzyme; IDH1-R132H enzyme, NADPH consumption, diaphorase/resazurin fluorescence; O75874; AID 602179; Potency, µM (series often up to 76.6 µM), for inactives: at the highest dose activity change, negative = inhibition, most hits filed as inhibitors; 390,000 compounds, 0.093% hits; also: potency is read from the fitted curve at half-maximal effect; % is scaled to controls: 0 for no effect and ±100 for the full control effect; nearly all actives have a fitted effect of over 65% in size
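IDH1-R132H (0.5 ug/mL dispensed) in pH 7.5 Tris buffer was preincubated 30 min with compound, then given a substrate mix of 0.016 mM NADPH and 2 mM alpha-KG for 80 min at room temperature; remaining NADPH was read by diaphorase/resazurin fluorescence.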
* hit, by the source's call; ? = inconclusive; nt = not tested or not shown; & = joins results of further samples; ! = repeats disagree; [ ] = another dose, or the depositor's remark. Unless noted, calls follow the shape of the dose curve; as a rule, active = well fitted inhibition curve with a large enough effect; inconclusive = small, poorly fitted or top-dose-only effect; inactive = no such curve, though single readings can be large or run the other way. The list is partial (hit frequency here may not be typical).

Structure	Pin1 inhibitor	TRHR enhancer	TrxR1 substrate	D2 agonist	rTrxR1 inhibitor	USP1 inh	D2 antagonist	TRHR ag	mIDH1 inhibitor
CCC(C)NC(=O)CN1C(=O)COc2ccc(S(=O)(=O)N3CCOCC3)cc21 (configuration not stated)	-3%&-1%	30*!	6%&2%	0.1&-0.5	20%&9%	-23%&-6%	44*	0.6&-0.2	8%&16%
CCOC(=O)N1CCN(C(=O)c2cccc(S(=O)(=O)Nc3ccc(Br)cc3)c2)CC1	-1%	0	-6%	0.1	-9%	-17%	2	-0.2	2%
Cc1cc(C)n(-c2ccc(C(=O)OCC(=O)Nc3ccccc3[N+](=O)[O-])cc2)n1	2%	-18	15%	-1.3	21%	-9%	1	-1.6	1%
CCOc1ccccc1C=NNC(=O)C1CC1	-7%	nt	-1%[2.29 µM]	nt	12%[57.1 µM]	10%	nt	nt	-2%
O=C(NCc1ccccc1Cl)c1ccc(NC(=O)N2CCSc3ncccc32)cc1	3%	-2	0%	1.0	-7%	-30%	nt	0.2	-15%
COc1ccc(OC)c(-c2csc(CCn3nc(C)cc3C)n2)c1	-5%	-3	-1%	-0.3	20%	-9%	-9	-1.3	-5%
Cn1c(Cn2c(=O)sc3ccccc32)nnc1SCC(=O)Nc1cccc(Cl)c1	13%	12	1%	0.0	28%	-22%	-27	-0.5	12%
Oc1ccccc1Nc1nc2ccccc2n2nnnc12	?	1	2%	3.1	6%	?	nt	8.4	nt
Cc1nc2ccccc2c(=O)n1/N=C/c1cc(Br)ccc1O	-4%	2	-3%	0.1	-2%	-13%	19	0.6	0%
Cc1ccc(NC(=O)CCN2C(=O)c3cccc4cccc(c34)C2=O)cc1	?	16	6%	0.0	30%	-17%	-11	0.4	-2%
CC(=O)N1N=C(c2cccc([N+](=O)[O-])c2)OC1(C)c1cccs1 (configuration not stated)	-5%	-6	-10%	-0.3	-21%	-6%	-8	0.0	2%
C/C(=N\NC(=O)c1nnn(-c2nonc2N)c1-c1cccs1)c1ccncc1	0%	12	2%	-1.6	35µM*	-6%	24	-0.2	3%
COc1ccc(N2C(=O)C3CCCN3C2c2cccc(OC)c2)cc1 (configuration not stated)	1%	-8	5%[57.1 µM]	1.0	6%[57.1 µM]	5%	-1	-0.3	-3%
Cc1ccc(NC(=O)C2CCN(c3nnc(-n4cccc4)s3)CC2)cc1Cl	2%	2	-2%	nt	3%	-17%	nt	0.4	9%
CCC(=O)C1=C(c2ccccc2)N(C(=O)CC)n2c(nnc2C2CCCCC2)S1	-12%	-6	1%[57.1 µM]	1.2	14%[57.1 µM]	-2%	nt	0.1	-9%

Later entries.
Structure	Pin1 inhibitor	TRHR enhancer	TrxR1 substrate	D2 agonist	rTrxR1 inhibitor	USP1 inh	D2 antagonist	TRHR ag	mIDH1 inhibitor
COc1ccc(C2CC(=O)Oc3cc(O)cc(O)c32)cc1 (configuration not stated)	-3%	-1	-3%[57.1 µM]	-0.2	-3%[57.1 µM]	-23%	-16	-0.1	-10%
O=c1[nH]c2cc3c(cc2cc1C(c1nnnn1C1CCCCC1)N1CCSCC1)OCCO3 (configuration not stated)	50%[activator]	5	36%	0.4	-25%	-22%	5	0.7	6%
CCOc1ccc(N(CC(=O)NC2CCCC2)C(=O)CSc2nnc(COc3ccccc3)o2)cc1	-1%	-3	0%	0.7	9%	-5%	23	0.7	7%
COC(=O)c1ccccc1NC(=O)CSc1ncccn1	0%	0	-18%[57.1 µM]	-0.5	13%[57.1 µM]	-10%	6	-0.8	6%
Cc1nc(Nc2ccccc2O)c2oc3ccccc3c2n1	2%	-6	-4%	1.1	11%	0%	-17	-0.6	-9%
Cc1ccc(C)c(NC(=O)CN(C)C(=O)c2cccc(S(=O)(=O)N(C)C)c2)c1	1%	-2	4%[57.1 µM]	0.5	10%[57.1 µM]	3%	-4	0.2	3%
O=C(c1cnc(N2CCCCC2)c2ccccc12)N1CCN(c2ccc(F)cc2)CC1	2%	-8	-1%[57.1 µM]	-0.8	16%[57.1 µM]	-17%	nt	-0.4	10%
CC(C)c1ccc(N=c2c([N+](=O)[O-])nn(-c3ccc4c(c3)OCCO4)n2O)cc1	-10%	1	-2%	0.1	3%	2%	-14	-0.7	4%
CC(C)(C)c1nc(Sc2ccc([N+](=O)[O-])cn2)n[nH]1	-9%	6	4%	-0.4	36%	-17%	16	-0.7	3%
Clc1ccc(C2=NNC(=NCC3CCCO3)SC2)cc1 (configuration not stated)	14%	-4	1%	-0.7	3%	-21%	9	-0.5	-9%
CN1C(=S)SC(/[N+]([O-])=C/c2cccnc2)C1(C)C (configuration not stated)	-1%	-1	-8%	0.6	-10%	-18%	-13	0.9	5%
Cn1c(=O)n(C/C=C/c2ccccc2)c(=O)c2c1nc1n2CCN1c1ccc(F)cc1	?	0	3%[11.4 µM]	-0.4	14%	-10%	nt	0.0	-1%
CN(CC(=O)Nc1cccc(F)c1)CC(=O)Nc1ccccc1Oc1ccccc1	-13%	-8	-7%	-2.1	18%	-12%	-7	-0.4	-2%
O=S(=O)(NCCc1csc2nc(-c3ccc(F)cc3)nn12)c1ccc(Br)cc1	-1%	-3	-4%[57.1 µM]	1.3	3%[57.1 µM]	-8%	nt	0.6	-3%
CCCC12CN3CC(CCC)(CN(C1)C3c1ccc(OC(C)C)cc1)C2=O (configuration not stated)	10%	-5	-4%	0.5	19%	-14%	nt	-0.2	0%

Remaining list, next part.
Structure	Pin1 inhibitor	TRHR enhancer	TrxR1 substrate	D2 agonist	rTrxR1 inhibitor	USP1 inh	D2 antagonist	TRHR ag	mIDH1 inhibitor
CCc1ccc(-n2nc3cc(C)c(NC(=O)c4cccc5ccccc45)cc3n2)cc1	1%	6	-1%	0.0	3%	-11%	nt	-0.7	1%
Cc1ccc(NC(=O)C(=O)NCC(c2cccnc2)N2CCN(Cc3ccccc3)CC2)cc1Cl (configuration not stated)	0%	3	-2%	0.3	17%	-5%	nt	0.1	-17%
COC(=O)C1N[C@@H]([C@@H](NC(=O)COc2ccccc2)C(=O)Nc2ccc(OC)cc2)SC1(C)C (some centres not stated)	1%	nt	12%[57.1 µM]	nt	19%[57.1 µM]	-26%	nt	nt	-1%
COCC(=O)N1CCC(Oc2ccc(C(=O)NCc3cc(C)n(C)n3)cc2)CC1	4%	4	-13%	-1.4	-12%	-4%	-4	0.0	6%
C(=N\n1cnnc1)/c1cccnc1	-16%	-6	-2%	0.0	-1%	-8%	4	0.6	-3%
CCOC(=O)N1CCC(N2CCN(Cc3ccccc3)C(CCO)C2)CC1 (configuration not stated)	-3%	-6	3%[57.1 µM]	78*	2%[57.1 µM]	-14%	76*	0.4	6%
COc1ccc(CC(=O)Nc2sc3c(c2C(=O)Nc2c(C)cccc2C)CCCCC3)cc1	3%	2	11%[11.4 µM]	0.2	0%	-19%	nt	0.7	4%
O=C(NCCCCNC(=O)c1ccc(Br)cc1)c1ccc(Br)cc1	2%	-2	-1%	0.3	-9%	-12%	6	0.1	3%
O=C(Nc1ccc(N2CCOCC2)cc1)C1CCCCN1S(=O)(=O)c1ccccc1 (configuration not stated)	3%	-2	4%	-0.8	24%	-23%	6	-0.2	-1%
COc1ccccc1CNC(=O)CSc1nc2nc(C)cc(C)n2n1	-8%	1	6%	0.0	13%	-8%	11	-0.2	4%
O=C(COC(=O)CNC(=O)C1CCCCC1)Nc1cc(C(F)(F)F)ccc1Cl	?	-5&-2	3%	-1.7	-17%	nt	-1	-1.6&-0.9	nt
Cc1c(C(=O)OC2CCC(C)CC2)[nH]c2c1C(=O)CCC2 (configuration not stated)	0%	7	4%[57.1 µM]	-0.5	1%[57.1 µM]	-16%	3	-0.6	2%
CC(C)NC(=O)CC1C(=O)N(Cc2ccccc2)C(C)c2nc3ccccc3n21 (configuration not stated)	-1%	-2	2%	0.4	25%	-17%	-7	0.0	-11%
Cc1ccc(CNC(=O)Cn2c(=O)ccc3cc(S(=O)(=O)N4CCC(C)CC4)ccc32)cc1	1%	-3	4%[57.1 µM]	-2.8	14%[57.1 µM]	-25%	nt	-0.1	3%
Cc1ccc(Sc2cc(C(=O)NCCCN(C)C)c3ccccc3n2)cc1	-9%	-1	3%	1.4	?	-21%	13	-1.7	3%

Remaining list, next part.
Structure	Pin1 inhibitor	TRHR enhancer	TrxR1 substrate	D2 agonist	rTrxR1 inhibitor	USP1 inh	D2 antagonist	TRHR ag	mIDH1 inhibitor
CCc1nnc(NS(=O)(=O)c2ccc(NC(=S)NC(=O)/C=C/c3ccc(C(C)C)cc3)cc2)s1	nt	6	-11%	0.8	?	25µM*	25	0.1	4%
Cc1ccc(NC(=O)CNc2ccc(Cl)c(Cl)c2)cc1S(=O)(=O)N(C)C	11%	-4	-8%	-0.2	-14%	-23%	-9	0.2	7%
CC(C)(C)CN1CCC(Oc2cccc(C(=O)N3CCNC(=O)C3(C)C)c2)CC1	-12%	-1	1%	-0.2	14%	-11%	32*	0.9	-9%
CCOc1ccc2nc(SCC(=O)Nc3ccc4c(c3)OCO4)sc2c1	0%	-5	1%	-0.5	9%	-6%	21	-1.6	-2%
CC(C)C(=O)NNS(=O)(=O)c1ccccc1[N+](=O)[O-]	-2%	2	-11%	0.8	-10%	7%	4	0.2	9%
CN(C)CCn1cnc2c(c1=N)C(c1ccccc1)c1ccc3ccccc3c1O2 (configuration not stated)	?	4	3%	-3.4	9%	-25%	62*	6.1	-3%
CC1(C)CC(=O)C2=C(C1)N(c1ccccc1)C(=O)CC2c1ccc(O)cc1 (configuration not stated)	-5%	5	11%	-0.2	22%	-2%	-3	-0.1	6%
CCOC(=O)C1C(=O)CC(C)(O)C(C(=O)OCC)C1c1ccc(OCC)cc1 (configuration not stated)	1%	-4	13%[57.1 µM]	0.0	44%[activator][57.1 µM]	-5%	-6	0.3	2%
COc1ccc(NC(=O)CCCn2nc(C)c3sc4ccccc4c3c2=O)cc1	-7%	0	6%	1.5	18%	-11%	nt	0.2	2%
